GLP1R ag = GLP-1 receptor (human) agonism | HEK293 GLP-1R CRE-luciferase, luminescence, 4-6 h; cells express a hypersensitive GLP-1R form | Potency, µM (top dose mostly 45.6 µM), inactives show at the top dose activation, hits mostly activators | 380,000 tested, 0.007% active | AID 624172; also: % of control where 0% means no effect
Target sequence (P43220 whole entry, looked up): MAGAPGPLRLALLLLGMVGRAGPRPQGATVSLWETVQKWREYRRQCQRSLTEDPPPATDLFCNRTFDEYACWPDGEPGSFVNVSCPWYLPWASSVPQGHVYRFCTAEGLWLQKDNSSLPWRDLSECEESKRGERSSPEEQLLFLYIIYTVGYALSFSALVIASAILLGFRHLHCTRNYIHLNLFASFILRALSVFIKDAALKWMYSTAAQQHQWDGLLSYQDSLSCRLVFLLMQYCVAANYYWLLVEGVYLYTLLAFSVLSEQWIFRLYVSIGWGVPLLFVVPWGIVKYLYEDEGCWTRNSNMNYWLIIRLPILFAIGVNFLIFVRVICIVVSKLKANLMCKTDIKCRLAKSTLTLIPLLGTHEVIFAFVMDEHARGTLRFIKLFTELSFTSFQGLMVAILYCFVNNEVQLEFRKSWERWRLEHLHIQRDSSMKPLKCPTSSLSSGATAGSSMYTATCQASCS
KB-V1 cytotox = KB-V1 MDR subline cytotoxicity; Potency, µM (top dose mostly 46.1 µM), without a hit: at the highest dose activity change, negative = cytotoxicity, most hits filed as cytotoxic; 400,000 tested, 3.4% active; KB-V1 MDR cells viability, CellTiter-Glo, 72 h; also: % is scaled to controls: 0 for no effect and ±100 for the full control effect; nearly all actives have a fitted effect of over 60% in size
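Readout: CellTiter-Glo luminescence, 10 min after addition. Cells: KB-V1 MDR subline, 72 h at 37 degrees C with compound. Analysis: corrected, normalized data fitted to concentration-effect curves.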
HT1080-NT tox = kills 2HG-producing HT-1080-NT fibrosarcoma cells; HT-1080-NT fibrosarcoma viability, CellTiter-Glo ATP luminescence, 48 h; Potency, µM (highest dose often 46.1 µM), for inactives: at the top dose activity, negative = less viability, usual class: cytotoxic; 360,000 tested, 1.6% active;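 also: NT is the 2HG producing partner of a matched IDH1 knockdown line; 0% = DMSO-treated cells and -100% = media-only wells without cells; nearly all actives have a fitted effect of over 55% in size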
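Viability of the 2HG-overproducing fibrosarcoma line after 48 hours of compound exposure at 37 degrees C was determined by luminescence with CellTiter-Glo, and concentration-effect curves were then fitted and categorized.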
SW480 rereplic = induces DNA re-replication in SW480 colon adenocarcinoma cells | Potency, µM (doses to about 46.1 µM), for the others: at the highest dose re-replication activation, usual class: activators | SW480 DNA re-replication, Hoechst DNA content imaging, 48 h | AID 624297 | 340,000 tested, 1.8% active; also: % of control where 0% means no effect; nearly all actives have a fitted effect of over 55% in size
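Compounds, transferred as 23 nL by pin tool, were incubated with cells for 48 hr; DNA content per nucleus was then quantified by Hoechst staining and fluorescence plate imaging.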
KB-3-1 cytotox = KB-3-1 parental cell cytotoxicity | AID 1347075 | 400,000 tested, 1.4% active | Potency, µM (highest dose often 46.1 µM), for inactives: at the top dose activity change, negative = cytotoxic, most hits filed as cytotoxic | KB-3-1 viability, CellTiter-Glo ATP luminescence, 72 h; also: % is scaled to controls: 0 for no effect and ±100 for the full control effect; nearly all actives have a fitted effect of over 60% in size
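Cytotoxicity in the drug-sensitive parental line KB-3-1 was scored as loss of CellTiter-Glo luminescence following 72 h incubation with compound. Values come from curve fitting of normalized concentration-response data.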
HEK293 tox = cytotoxic in the GLP-1 receptor inverse agonist counter-screen. HEK293 cAMP-luciferase reporter cells, luminescence, 24 h. Potency, µM (top dose mostly 38.3 µM), for inactives: at the top dose activity change, negative = inhibition, usual class: inhibitors. 410,000 tested, 0.13% active. AID 624418;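 also: loss of luciferase light is scored as toxicity; % is scaled to controls: 0 for no effect and ±100 for the full control effect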
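Quantitative HTS format, 1536 wells, 200 cells/uL seeded. Compounds: 23 nL, 24 h, 37 °C. Detection: luciferase reagent, luminescence at 12 min RT; decreased signal taken as cytotoxic.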
GLP1R inv ag = inverse agonists of human GLP-1 receptor. Potency, µM (titrated, usually from 38.3 µM), without a hit: at the top dose activity change, negative = inhibition, usual class: inhibitors. 410,000 tested, 1.6% active. AID 624417. HEK293 GLP-1R CRE-luciferase, luminescence, 24 h; GLP-1R form is constitutively active. P43220; also: % is scaled to controls: 0 for no effect and ±100 for the full control effect; nearly all actives have a fitted effect of over 55% in size
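Assay principle: reduced luminescence from a cAMP-responsive reporter in HEK293 cells co-expressing a constitutively active GLP-1R. Conditions: 24 hr compound incubation, 37 deg C, 5% CO2.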
HT1080 IDH1KD tx = toxicity to HT-1080 IDH1 knockdown cells (counter line) | Potency, µM (top dose mostly 46.1 µM), without a hit: at the top dose activity, negative = toxicity, usual class: cytotoxic | HT-1080 IDH1 knockdown viability, ATP luminescence, 48 h | 360,000 tested, 2% active;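 also: 0% = DMSO wells and -100% = cell-free medium wells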
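In this qHTS, HT-1080 cells depleted of IDH1 are exposed for 48 h at 37 °C to compound titrations. Toxicity is scored from CellTiter-Glo luminescence, with DMSO as full viability and medium alone as none.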
TDP-43 yeast inh = inhibitors of TDP-43 toxicity in yeast. TDP-43 expressing yeast growth rescue, BacTiter-Glo, 24 h. Potency, µM (highest dose often 46.1 µM), for inactives: top-dose growth rescue (activation), most hits filed as activators. 410,000 tested, 1.8% active. AID 652104; also: % of control where 0% means no effect; nearly all actives have a fitted effect of over 50% in size
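Luminescence from BacTiter-Glo reports growth of TDP-43-expressing yeast after 24 hr at 30 deg C with compound. Cells were raffinose-pregrown to mid-log, then seeded in galactose medium at OD600=0.02.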
* marks the source's active call; other numbers are inactive results; i = inactive; ? = inconclusive; / = no result given; [ ] = dose if it differs, or a comment. Calls follow the shape of the dose curve; as a rule, active = well fitted curve in the direction sought with a large enough effect; inconclusive = small, poorly fitted or top-dose-only effect, or another doubt; inactive = no such curve, though single readings can be large; an effect the other way counts as inactive or inconclusive. Potency is read from the fitted curve at half-maximal effect.

Screens in order – HEK293 tox | KB-V1 cytotox | HT1080 IDH1KD tx | KB-3-1 cytotox | HT1080-NT tox | GLP1R inv ag | SW480 rereplic | TDP-43 yeast inh | GLP1R ag
- NC(=O)CC(NC(=O)c1cccc(Br)c1)c1ccc(N2CCN(c3ccccn3)CC2)c([N+](=O)[O-])c1 (stereo not drawn)
    1% | 2% | 1% | 9% | 12% | 10% | 5% | -6% | -3%
- Cc1cc(N2CCN(c3ccccc3)CC2)nc2ccccc12
    23% | -9% | -3% | -7% | 1% | ? | ? | 7% | 18%
- O=S(=O)(NCc1cccnc1)c1ccc(Br)s1
    -11% | ? | 2% | -6% | 2% | 2% | -5% | 5% | -5%
- Cn1ncc2c(NCc3ccccc3Cl)nc(NCCO)nc21
    -4% | -11% | / | 6% | / | 25% | / | 21% | /
- CC(C)Cn1c(SCC(=O)Nc2ccc3[nH]c(=O)[nH]c3c2)nc2ccccc2c1=O
    -5% | 19% | -17% | -5% | -24% | 157%[activator] | -4% | -24% | 34%
- C=CCOc1ccc(C2N3CC4(CC)CN2CC(CC)(C3)C4=O)cc1 (stereo not drawn)
    -1% | -4% | 24% | -8% | 25% | 11µM* | -1% | -3% | 5%
- C=CCN1C(=NC(=O)CCCC(=O)O)SC2CS(=O)(=O)CC21 (stereo not drawn)
    -3% | 22% | 3% | 14% | 7% | 5% | -1% | -11% | -11%
- CC(C)CNC(=S)NNC(=O)c1ccc(OC(F)F)cc1
    -9% | ? | 2% | 8% | -7% | -10% | -4% | -2% | -11%
- O=[N+]([O-])c1ccc(/C=C/c2nc3ccc([N+](=O)[O-])cc3[nH]2)cc1
    5% | 3.7µM* | 30% | -7% | 2% | 29% | -4% | 0% | 1%
- O=C(Nc1cc2c(cc1Br)OCCCO2)c1ccccc1
    3% | 21µM* | 1% | 0% | -3% | 14% | -73%[inhibitor] | -10% | 7%
- Cc1ccc(-c2c(C#N)c(N)n(-c3ccc(C)cc3)c(=O)c2C#N)cc1
    -4% | ? | 1% | 19% | 6% | 0% | ? | 21% | -26%
- O=C(Cn1ncc2c3ccccc3n(Cc3ccccc3F)c2c1=O)N1CCCCC1
    -1% | ? | / | 0% | / | 13% | / | 0%[9.22 µM] | /
- CC(=O)c1coc2c1cc(O)c1ccccc12
    2% | -7% | -2% | -8% | 6% | 5% | -9% | 4% | -2%
- CCOC(=O)c1c(NC(=O)c2ccco2)sc(C(=O)N2CCCC2)c1C
    -4% | 2.3µM* | 2% | 12% | 6% | 79%[activator] | 4% | 0% | 8%
- CC(=O)N1CCc2cc(S(=O)(=O)CCC(=O)NCc3ccc(F)cc3)ccc21
    -5% | 20% | -5% | -5% | 1% | 4% | ? | -4% | 4%
- O=[N+]([O-])c1cccc(/C=N/Nc2cc(N3CCOCC3)ncn2)c1
    -3% | 11% | 13% | 1% | -3% | 10% | -16% | 19% | -2%
- O=C(CCC1CCCN(C(=O)c2cncs2)C1)NCc1ccc(F)c(F)c1 (stereo not drawn)
    -4% | -19% | 13% | 2% | 3% | -13% | 2% | 9% | 5%
- COC(=O)c1cc2ccsc2n1CC(=O)Nc1cc(C)cc(C)c1
    9% | 7% | -22% | 2% | 0% | 0% | 5% | -14% | -5%
- CSc1ccc(CNCc2c(C(=O)O)c(C)n(Cc3ccc(F)cc3Cl)c2C)cc1
    -3% | 28% | / | 2% | / | -10% | / | -6% | /
- CCCCNC(=O)NC1CCCC1
    5% | 2% | 1% | -1% | -4% | 3% | -6% | -15% | 0%
- Cc1ccc(C(=O)Oc2ccc([N+](=O)[O-])cc2)cc1S(=O)(=O)N1CCCCCC1
    ? | -3% | -5% | 0% | -1% | ? | -90%[inhibitor] | 12% | -37%[inhibitor]
- O=C1CCCc2c1nc(-c1ccccc1)n2O
    1% | -4% | -5% | 6% | 20% | 1% | 0% | -29% | -1%
- Cn1c(CCCOc2ccc(Cl)cc2Cl)nnc1SCC(=O)Nc1cccc(F)c1
    0% | -5% | -24% | -5% | ? | 2% | -1% | 15% | 22%
- Cc1cccc(COC[C@H](Cc2ccccc2)N2CCN(C(=O)c3cccc(C)c3)CCC2=O)c1
    -20% | 4% | ? | -14% | ? | ? | / | ? | 11%
- O=C(NC1CCCC1)C(c1ccncc1)N(C(=O)c1csnn1)c1ccc(F)c(Cl)c1 (stereo not drawn)
    -40% | 4% | 11% | -1% | 8% | -14% | 1% | 5% | 6%
- CCCC(=O)Nc1nnc(SCC(=O)Nc2ccc(OCC)cc2)s1
    -8% | 0% | 0% | -2% | -3% | 10% | / | -1% | -1%
- Cn1c(=O)[nH]c(=O)c2c1nc(OC(=O)c1ccccc1)n2CC(O)COc1ccc(F)cc1 (stereo not drawn)
    11% | -2% | -1% | -1% | 2% | 6% | 2% | -14% | 14%
- COc1cccc(-c2nnc(SCC(=O)N(C(C)C)C(C)C)o2)c1
    -19% | 18µM* | -1% | 10% | 0% | 0% | 0% | ? | 16%
- COc1ccc(C2CC(c3ccccc3)=NN2S(=O)(=O)c2ccccc2)c(OC)c1 (stereo not drawn)
    2% | -14% | 8% | 0% | 3% | 19% | -4% | 19% | -6%
- O=C(/C=C/c1cccs1)c1cc(Cl)ccc1O
    -6% | -12% | -12% | ? | -3% | ? | i[1.84 µM] | 17% | -6%

Four compounds from above, ordered by the number in GLP1R inv ag, rising.
SMILES	GLP1R inv ag	SW480 rereplic	GLP1R ag
CCCC(=O)Nc1nnc(SCC(=O)Nc2ccc(OCC)cc2)s1	10%	/	-1%
O=C(Cn1ncc2c3ccccc3n(Cc3ccccc3F)c2c1=O)N1CCCCC1	13%	/	/
Cn1ncc2c(NCc3ccccc3Cl)nc(NCCO)nc21	25%	/	/
O=[N+]([O-])c1ccc(/C=C/c2nc3ccc([N+](=O)[O-])cc3[nH]2)cc1	29%	-4%	1%

Continued.
Screens in order – HEK293 tox | KB-V1 cytotox | HT1080 IDH1KD tx | KB-3-1 cytotox | HT1080-NT tox | GLP1R inv ag | SW480 rereplic | TDP-43 yeast inh | GLP1R ag
- Clc1ccc(OCCN2CCCCC2)cc1Cl
    -6% | -13% | -1% | 1% | -2% | -27% | -4% | -21% | 8%
- Cc1cccc(-n2c(CNC(=O)c3cccc(F)c3)nnc2SCC(=O)Nc2ccccc2F)c1
    3% | 14% | / | 7% | / | 3% | / | 8% | /
- COc1ccc(-c2noc(-c3ccc(Cl)cc3[N+](=O)[O-])n2)cc1OC
    11% | 18µM* | -1% | -8% | 9% | 67%[activator] | 0% | 21% | 15%
- O=S(CC(O)c1ccccc1)c1ccccc1 (stereo not drawn)
    11% | -5% | 0% | 2% | -3% | 12% | / | 5% | 6%
- COC(=O)[C@@H](Cc1ccccc1)NC(=O)CC[C@H]1O[C@@H](n2cc(C)c(=O)[nH]c2=O)C[C@@H]1O
    -5% | ? | 12% | 1% | 18% | 9% | -11% | 8% | -1%
- O=C(Nc1c(C(=O)c2ccc(Cl)cc2)oc2ccccc12)c1cc(=O)c2ccccc2o1
    6% | ? | / | 7% | / | 13% | / | 4% | /
- Cc1ccccc1NC(=O)c1ccc(S(=O)(=O)C(F)F)cc1
    -1% | 4% | 12% | 18% | 1% | 5% | -2% | -2% | 0%
- COc1ccc(C(CNC(=O)C(=O)Nc2ccc3c(c2)OCO3)N2CCN(C)CC2)cc1 (stereo not drawn)
    25% | -8% | -5% | 0% | -5% | -4% | 2% | 11% | -8%
- O=C(Nc1cccc(Cl)c1)OCc1ccccn1
    -3% | 1% | 12% | 4% | 10% | 23% | -17% | ? | 7%
- COc1cccc(-c2noc(C3CCCN(C(=O)Cc4ccccc4)C3)n2)c1 (stereo not drawn)
    4% | 10% | 0% | 9% | 1% | -13% | -4% | 20% | 25%
- CCc1ccccc1N(C)C(=O)Nc1cn(CC(C)C)c(=O)c2ccccc12
    -1% | 0% | / | -1% | / | ? | / | 18% | -4%
- O=C(Nc1ccc(F)c(Cl)c1)Nc1c[nH]c(=O)[nH]c1=O
    -2% | 6% | / | 1% | / | 3% | / | -6% | /
- O=C(CC[C@H]1O[C@@H](n2ccc(=O)[nH]c2=O)[C@H](O)[C@@H]1O)NCc1cccc2ccccc12
    5% | 0% | 0% | 0% | 16% | 14% | / | -19% | -5%
- CN(C)CCOC(=O)C12CC3(C)CC(C)(CC(C)(C3)C1)C2
    7% | -9% | -4% | 1% | -2% | 0% | 4% | -36%[inhibitor] | 3%
- CC(C)Nc1ncnc2c1ncn2[C@H]1CN(Cc2ccc(Cl)cc2)C[C@@H](CO)O1
    -19% | 0% | -7% | 0% | 8% | 6% | / | 17% | 11%
- CCN1CCN(c2ncnc3c2cnn3-c2ccc(F)cc2)CC1
    0% | 0% | / | 18% | / | 8% | / | 15% | /
- CCN(CC(=O)NCc1cccs1)C(=O)COc1ccccc1C#N
    -18% | ? | 6% | 4% | -4% | -6% | -4% | 22% | -9%
- O=C(c1cccc2ccccc12)C1CCCN(C(=O)C2CCOCC2)C1 (stereo not drawn)
    0% | ? | -1% | 7% | -3% | -12% | -1% | 18% | 3%
- CC(C)NC(=O)c1ccc(C2SCC(=O)N2Cc2ccccc2)cc1 (stereo not drawn)
    10% | -26% | 7% | -7% | 0% | -2% | 11% | -1% | 1%
- CCC(C)NC(=O)c1ccccc1-c1nc2ccccc2[nH]1 (stereo not drawn)
    -2% | -19% | 10% | 21% | 1% | 7% | -10% | 7% | 4%
- CCc1nc2ccc(C)cc2c(C(=O)Oc2cccc3cccnc23)c1C
    2% | -15% | -10% | 5% | -2% | 2% | -19% | 7% | 12%
- Nc1sccc1C(=O)c1ccccc1
    0% | -21% | 18% | -7% | 6% | 0% | -6% | 0% | -3%
- O=C1c2cccc(OCC(=O)N3N=C(c4cccs4)CC3c3ccc(F)cc3)c2CCN1Cc1ccccc1 (stereo not drawn)
    -6% | 1.6µM* | -6% | -31% | -11% | ? | -1% | ? | -15%
- CN(CCC#N)S(=O)(=O)c1ccc2[nH]cc(C(=O)NCCc3ccccc3)c(=O)c2c1
    20%[1.53 µM] | -4% | -13% | -5% | -7% | 18% | ? | -4% | 2%
- CCOC(=O)c1sc(=S)n(-c2ccccc2)c1SC
    5% | 1% | 1% | 18% | 2% | -23% | 2% | 0% | 2%

Assay outcomes (PubChem BioAssay)
